Source: PubChem BioAssay
B2AR arrestin: beta2AR (human) beta-arrestin recruitment activity; P07550; beta-arrestin recruitment to beta2AR, cell-based reporter; Potency, µM (top dose mostly 46.1 µM), inactives show at the top dose activation, most hits filed as activators; 0.02% of 330,000 active; AID 492947;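 further: potency means the concentration at half of the fitted maximal effect; 0% = DMSO controls and full agonism = EC100 isoproterenol or metaproterenol; nearly all actives have a fitted effect of over 65% in size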
Tb PFK block: blocks T. brucei phosphofructokinase; O15648; T. brucei PFK, ADP-Glo luminescence; Potency, µM (top dose mostly 57.5 µM), inactives show top-dose activity, negative = inhibition, actives largely listed as inhibitors; 0.17% of 330,000 active; AID 485367;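 further: potency means the concentration at half of the fitted maximal effect; 0% = uninhibited 1x PFK enzyme wells and -100% = no-enzyme wells; nearly all actives have a fitted effect of over 60% in size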
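1.25 nM PFK with 0.5 mM F6P and 0.1 mM ATP in 0.1 M TEA pH 8.0, 5 mM MgCl2, incubated 45 min at room temperature; ADP measured by ADP-Glo luminescence; compounds titrated up to 57 uM.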
PKM2 act: increases activity of human pyruvate kinase M2. P14618. purified PKM2, Kinase-Glo ATP luminescence, activation; response scale: 0% is enzyme alone, no compound. Potency, µM (doses to about 57.5 µM), for inactives: top-dose activation, usual class: activators. 0.34% of 260,000 active. AID 1631; further: potency means the concentration at half of the fitted maximal effect; on the % scale 0 is the no-effect control and ±100 the full control effect; nearly all actives have a fitted effect of over 55% in size
Target sequence (P14618 whole entry, looked up): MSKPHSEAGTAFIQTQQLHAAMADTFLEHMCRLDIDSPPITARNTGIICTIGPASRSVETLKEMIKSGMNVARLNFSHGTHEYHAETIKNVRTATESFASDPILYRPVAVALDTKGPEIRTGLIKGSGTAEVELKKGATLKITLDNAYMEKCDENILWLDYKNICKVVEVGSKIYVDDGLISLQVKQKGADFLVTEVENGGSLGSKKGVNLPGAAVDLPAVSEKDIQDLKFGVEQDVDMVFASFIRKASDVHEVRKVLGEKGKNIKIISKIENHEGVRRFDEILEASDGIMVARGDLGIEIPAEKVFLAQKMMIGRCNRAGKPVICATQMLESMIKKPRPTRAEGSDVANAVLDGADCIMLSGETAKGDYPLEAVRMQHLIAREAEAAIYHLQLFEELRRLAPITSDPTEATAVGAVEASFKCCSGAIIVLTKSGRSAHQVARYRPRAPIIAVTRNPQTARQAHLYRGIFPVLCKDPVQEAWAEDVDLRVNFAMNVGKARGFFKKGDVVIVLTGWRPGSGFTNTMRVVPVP
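Purified hPK-M2 (>95%) run at intermediate activity with 0.1 mM ADP and 0.5 mM PEP in 50 mM imidazole pH 7.2, KCl, MgCl2; 1 h room temperature. ATP formed read by Kinase-Glo luminescence; normalized to uninhibited and no-enzyme controls.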
FBPA coupling cs: coupling enzyme interference in Giardia aldolase counter-screen | coupling enzyme system counterscreen, AmpLite Red fluorescence | activity change, negative = inhibition, % at 58.2 µM, hits read low | 0.67% of 290,000 active; in the data active means activity change below about -30%; further: on the % scale 0 is the no-effect control and ±100 the full control effect
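Compounds tested against the coupling enzymes alone at 57.5 uM final; readout was AmpLite Red fluorescence (525/598 nm) after 20 min at RT.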
Menin-MLL TR inh: menin-MLL binding inhibition, Texas Red mutant peptide | O00255 | Menin + Texas Red MLL mutant peptide, fluorescence polarization | Potency, µM (series often up to 61.6 µM), for inactives: at the highest dose FP activity change, negative = inhibition, hits mostly inhibitors | 0.23% of 270,000 active; active means well fitted inhibition curve with a large enough effect in the polarisation, with a control signal flat, not every such curve was filed as active; inconclusive means small, poorly fitted or top-dose-only effect, or effect the other way, or a change in a side signal; inactive means no such curve, though single readings can be large or run the other way; the % refers to the polarisation; further: potency means the concentration at half of the fitted maximal effect; % of control where 0% means no effect; many of its hits are not listed in these tables
ASM inhibitor: blocks human secretory acid sphingomyelinase; P17405; placental ASM, HMU-PC fluorogenic substrate, 60 min; Potency, µM (top dose mostly 57.5 µM), inactives show top-dose activity change, negative = inhibition, hits mostly inhibitors; 0.006% of 340,000 active; further: potency means the concentration at half of the fitted maximal effect
Target sequence (P17405 47-631 limits assumed): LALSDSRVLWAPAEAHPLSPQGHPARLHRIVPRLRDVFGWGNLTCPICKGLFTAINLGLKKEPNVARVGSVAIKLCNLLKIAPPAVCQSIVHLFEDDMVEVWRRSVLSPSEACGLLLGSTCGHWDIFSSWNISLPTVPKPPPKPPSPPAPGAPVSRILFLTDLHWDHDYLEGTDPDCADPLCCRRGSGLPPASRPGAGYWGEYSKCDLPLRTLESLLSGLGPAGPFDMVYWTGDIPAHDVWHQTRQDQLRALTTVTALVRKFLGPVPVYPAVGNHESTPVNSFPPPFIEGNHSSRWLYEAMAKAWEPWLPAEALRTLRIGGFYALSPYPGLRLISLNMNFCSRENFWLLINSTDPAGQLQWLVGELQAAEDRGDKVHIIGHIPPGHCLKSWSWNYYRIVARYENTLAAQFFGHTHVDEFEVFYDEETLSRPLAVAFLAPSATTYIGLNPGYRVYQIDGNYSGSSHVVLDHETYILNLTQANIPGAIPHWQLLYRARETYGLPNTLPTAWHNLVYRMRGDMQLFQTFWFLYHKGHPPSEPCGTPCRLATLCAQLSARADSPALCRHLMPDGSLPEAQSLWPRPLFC
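qHTS format. ASM enzyme prepared from human placenta hydrolyses the fluorogenic substrate HMU-PC0 (9 uM final) over 60 min at 37 °C after a 10 min compound preincubation.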
Chronic BCR inh: inhibitors of chronic active B-cell receptor signaling. ABC-DLBCL IkBa-CBG/CBR reporter, luminescence ratio, 4 h. Potency, µM (series often up to 46.1 µM), inactives show at the top dose ratio change, negative = lower green/red ratio, hits mostly inhibitors. 0.05% of 340,000 active; active means well fitted inhibition curve with a large enough effect in the signal ratio, with a control signal flat, not every such curve was filed as active; inconclusive means small, poorly fitted or top-dose-only effect, or effect the other way, or a change in a side signal; the % refers to the signal ratio;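 further: potency means the concentration at half of the fitted maximal effect; plate controls were basal doxycycline-induced cells for no effect and cells given 10 µM MG132 for full effect; MG132 reads +100%, hits lower the ratio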
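Doxycycline induced both beetle luciferases in TMD8 lymphoma cells; IKK-driven degradation limits the IkappaBalpha-fused green signal, while red luminescence normalises for cell number and nonspecific effects. Compounds tested up to 46 uM, 4 hrs.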
a7 integrin act: activators of alpha7 integrin expression for muscular dystrophy. alpha7betagal myoblasts, beta-gal FDG fluorescence, 48 h. 0.064% of 350,000 active. Potency, µM (doses to about 38.3 µM), without a hit: at the top dose activation, usual class: activators;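 further: potency means the concentration at half of the fitted maximal effect; 100% = response of the positive control SU9516; nearly all actives have a fitted effect of over 60% in size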
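alpha7betagal+/- myoblasts (passage 13, 250/well) treated 48 h at 37C with compounds at 1:260 dilution of DMSO stock. Lysed, then beta-galactosidase activity read as FDG fluorescence (ex 480/em 540) after 30 min, with pre-read for autofluorescence.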
GALK inhibitor: galactokinase (human) inhibition | Purified GALK, Kinase-Glo residual ATP luminescence | Potency, µM (top dose mostly 57.5 µM), for the others: at the top dose activity change, negative = inhibition, most hits filed as inhibitors | 0.007% of 270,000 active; further: potency means the concentration at half of the fitted maximal effect; on the % scale 0 is the no-effect control and ±100 the full control effect
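The enzyme phosphorylates galactose (100 uM) using ATP (35 uM); inhibition is detected as higher residual ATP, quantified by bioluminescence after 1 h reaction at room temperature, pH 8.0.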
PTAP TSG101 blk: blocks PTAP/TSG101 interaction to inhibit HIV-1 budding. Fluorescence polarization, FITC-PTAP peptide / Tsg101 binding. Potency, µM (highest dose often 115 µM), for the others: at the highest dose activity change, negative = inhibition, most hits filed as inhibitors. 340,000 tested, under 10 active. AID 493005; active means well fitted inhibition curve with a large enough effect in the main read-out, with a control signal flat, not every such curve was filed as active; inconclusive means small, poorly fitted or top-dose-only effect, or effect the other way, or a change in a side signal; inactive means no such curve, though single readings can be large or run the other way; further: potency means the concentration at half of the fitted maximal effect; % of control where 0% means no effect
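Fluorescence polarization binding of Tsg101 binding domain (10 uM final) to FITC-labeled PTAP peptide (50 nM final) in HEPES pH 7.5 buffer with NaCl, Tween 20, EDTA, TCEP. Compounds added before peptide; binding 20 min at RT.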
Giardia kill: Giardia lamblia killing; activity change, % at 7.66 µM, hits read low; Giardia lamblia trophozoite viability; 0.15% of 340,000 active; in the data active means activity change below about -80%; inconclusive means between about -30% and that limit;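 further: parasites exposed to compound for two days anaerobically before the ATP read; on the % scale 0 is the no-effect control and ±100 the full control effect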
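Anaerobic 48 hrs incubation at 37 deg C of 100 trophozoites/well with test compounds; ATPLite 1-Step luminescence, 15-30 min RT, reports cellular ATP as viability.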
Numbers without * were called inactive; ? = inconclusive; . = no result given; & = joins results of further samples; [ ] = dose if it differs, or a comment. Unless noted, the call rests on the fitted dose curve; in most records, active means well fitted curve in the direction sought with a large enough effect; inconclusive means small, poorly fitted or top-dose-only effect, or another doubt; inactive means no such curve, though single readings can be large; an effect the other way counts as inactive or inconclusive. These rows are one share of the data (hit frequency here may not be typical).

SMILES | B2AR arrestin | Tb PFK block | PKM2 act | FBPA coupling cs | Menin-MLL TR inh | ASM inhibitor | Chronic BCR inh | a7 integrin act | GALK inhibitor | PTAP TSG101 blk | Giardia kill
CCOC(=O)c1c(C)[nH]c(C(=O)N(C)CC(=O)Nc2ccc(OC)cc2)c1C | 0.1% | 0% | . | . | . | 1% | 0% | 11% | . | 0% | 14
CCc1ccc2oc(-c3cccc(N)c3)nc2c1 | -1.3% | -4% | -13% | 0 | 42%[activator] | 61%[activator] | ? | -2% | -1% | -1% | -29
O=C(NNC(=O)c1ccccc1Br)c1cccc(Cl)c1 | -0.1% | -5% | 0% | 2 | ? | 3% | ? | 13%[7.66 µM] | 0% | -8% | 5
COc1cc(/C=N/NC(=O)c2cccnc2)ccc1OC(=O)c1ccc2c(c1)OCO2 | 0.1% | 4% | -1% | . | ? | -7% | 0% | 26% | -5% | -1% | -17
CCOC(=O)c1cccc(S(=O)(=O)N(CCO)Cc2cc3cc(OC)c(OC)cc3[nH]c2=O)c1 | -0.2% | -2% | 2% | -1 | -14% | 17% | 0% | 6% | 1% | . | 11
O=C(NCC1CCC(C(=O)O)CC1)c1cccnc1 (centres undefined) | -0.8% | 3% | 1% | 5 | 6% | 1% | 0% | 38%[7.66 µM] | 2% | -1% | 8
COC(=O)[C@]1(C)N[C@H](CN(C)C(=O)C2CCCCC2)[C@@H]2C(=O)N(C)C(=O)[C@@H]21 | 0.6% | -3% | . | . | . | -7% | 0% | 24% | . | -3% | 6
O=C(O)CNC(=O)c1ccc(NC(=O)/C(=C/c2ccccc2)NC(=O)c2ccccc2)cc1 | 0.3% | 0% | . | -2 | 7% | -1% | -1% | 0% | 2% | 1% | 25
Cc1ccc(-c2nnc(NC(=O)c3c(F)cccc3Cl)s2)cc1 | 0.1% | -6% | -6% | 0 | -22% | 6% | -21% | 3% | . | -4% | 13
CCN1C(=O)[C@H]2[C@H]3CN=C(SCc4ccc(C)cc4)N3[C@@](Cc3ccccc3)(C(=O)OC)[C@H]2C1=O | 2.7% | 2% | . | . | . | 0% | -12% | 0% | . | -2% | 0
Cc1ccc(CCNc2ccccc2)c[n+]1[O-] | 0.2% | -1% | 5% | -4 | 2% | 1% | -1% | 26% | 3% | -7% | -1
Cc1nc2cc(O)ccc2n1C | -1.8% | 1% | -6% | -1 | 1% | 6% | -4% | 29% | 2% | 5% | -7
CC1(C)CC(=O)C2=C(C1)OC(N)=C([N+](=O)[O-])C2c1cccs1 (centres undefined) | -2.7% | 25% | 0% | 1 | -5% | 1% | -1% | 5% | 1% | 0% | -1
CCc1nc(NCCCCCO)c2nnn(Cc3ccccc3F)c2n1 | 0.3% | 6% | 21% | 1 | -3% | 2% | 4% | 0% | -1% | -8% | 0
CCOc1ccc(N/C=C/C(=O)c2ccccc2)cc1 | 0.4% | -4% | -36% | 2 | 6% | 1% | -17% | 22% | -1% | -1% | -10
COc1ccccc1C(=O)N=C1SC2CS(=O)(=O)CC2N1c1ccccc1 (centres undefined) | -0.4% | -2% | 0% | 1 | 1% | -4% | 4% | 2% | -3% | -1% | 3
CC(C)(C)NC(=O)NC(=O)COC(=O)c1ccc2c(c1)S(=O)(=O)N=C1CCCCCN12 | -0.5% | 0% | 5% | 0 | 5% | -1% | 0% | 3% | 1% | -2% | -16
c1coc(CNc2ncnc3sc4c(c23)CCCCC4)c1 | -0.2% | 1% | 17% | 6 | -2% | -5% | -2% | 14% | 8% | -4% | 11
COc1ccc(NC(=O)CSc2nc(C)cs2)cc1 | 0.3% | -1% | 0% | 2 | 10% | 0% | -2% | 17% | 8% | 0% | 5
COc1ccc(C2N(c3cc(Cl)ccc3OC)C(=O)C3CCCN32)cc1 (centres undefined) | 0.3% | 0% | 5% | -3 | -1%[11.7 µM] | 3% | -19% | 17% | 1% | 0% | 12
CCOC(=O)c1cnc2c(Cl)cccc2c1NCCN1CCOCC1 | -0.5% | -1% | 2% | 1 | 3% | 10% | 1%&0% | -22% | -2% | -2% | 8
CCOc1cc(N2CCOCC2)c(OCC)cc1NC(=O)[C@H](C)N1C(=O)C2CC=CCC2C1=O (some centres undefined) | 0.1% | 3% | -1% | 0 | -9% | -1% | 0% | 15% | -1% | 2% | -1
O=C(CN1C(=O)NC(Cc2c[nH]c3ccccc23)C1=O)Nc1ccccc1C(F)(F)F (centres undefined) | 0.2% | -1% | . | . | . | 3% | 0% | . | . | ? | -1
NC(=S)n1[nH]c(-c2ccc([N+](=O)[O-])cc2)c(N=Nc2ccccc2[N+](=O)[O-])c1=O | 6.6% | -2% | ? | 2 | ? | -1% | -24% | ? | 7% | 1% | 31[activator]
O=C1C2C(c3ccccc3)CC=CC2[C@H](c2ccoc2)N1Cc1ccccc1 (some centres undefined) | -0.7% | 4% | 9% | 9 | . | -9% | 3% | 9% | -2% | -8% | 15
COc1ccc(-c2n[nH]c(=S)n2-c2ccc(C)cc2C)cc1 | -0.3% | -1% | 1% | 1 | -25% | -1% | -1% | -15% | 4% | 1% | -4
CN(C(=O)CSc1nnc(-c2ccc(C(C)(C)C)cc2)n1C)C1CCS(=O)(=O)C1 (centres undefined) | -0.3% | -6% | . | . | . | -2% | 2% | 7% | . | -5% | 33[activator]
COc1ccc(-c2c3c(=O)n(C)c(=O)n(C)c3cn2N2CCOCC2)cc1 | 0.0% | -3% | 2% | 2 | 9% | 1% | ? | -2% | -1% | 2% | -10
O=S(=O)(Nc1cc(S(=O)(=O)N2CCOCC2)ccc1NCC1CCCO1)c1ccccc1F (centres undefined) | 0.4% | 1% | . | . | . | 5% | 2% | ? | . | -1% | -28
COCc1cc(=O)n2[nH]cc(-c3ccsc3)c2n1 | 0.4% | 0% | . | 0 | 32%[activator] | 11% | ? | 30% | . | -1% | 5
Cc1ccc(NC(=O)CSc2ccccc2)cc1S(=O)(=O)N1CCCCC1 | 0.2% | 1% | . | . | . | -2% | 1% | 7% | . | -2% | -4
O=C(COC(=O)c1ccc2c(c1)OCO2)Nc1cccc(F)c1 | 0.4% | 4% | . | . | . | -1% | ? | -21% | . | -2% | -4
O=[N+]([O-])c1cc(C(F)(F)F)cc([N+](=O)[O-])c1NCCNC(=S)Nc1cccc(F)c1 | -0.7% | -2% | 15% | -3 | . | -18% | ? | -76%[inhibitor] | -1% | -5% | -12
Cc1nnc(NC(=O)C2CC(=O)N(Cc3ccccc3)C2)s1 (centres undefined) | -0.7% | 3% | 0% | . | . | 0% | -5% | ? | -1% | -6% | 9
CC(C)N(c1ccccc1)c1ccc(NC(=O)COC(=O)CCN2C(=O)c3cccc([N+](=O)[O-])c3C2=O)cc1 | -0.9% | -2% | -2% | -1 | -3% | -14% | 0% | 11% | -1% | 0% | -23
CC1CC1C(=O)OCC(=O)Nc1cc(S(=O)(=O)N2CCCCC2)ccc1Cl (centres undefined) | -0.8% | 4% | . | . | . | 1% | 0% | -1% | . | 0% | 0
CC(CCc1ccco1)NC(=O)Cn1nc(Cc2ccncc2)c2ccccc2c1=O (centres undefined) | 0.0% | -4% | 4% | 2 | -13% | 0% | 5% | 18% | 0% | -5% | 27
Cc1c(OCC(=O)N2CCN(c3ccccc3)CC2)ccc2c3c(c(=O)oc12)CCCC3 | -0.5% | 3% | . | . | . | -1% | -9% | 2% | -4% | -1% | 18
O=C(O)c1ccccc1OCCN1CCCC1=O | 0.3% | 0% | 0%[11.5 µM] | 1 | -2% | 1% | 0% | 18% | 6% | 1% | -12
O=C(Cc1ccc(F)cc1)Nc1nc(-c2ccc(F)c(F)c2)cs1 | 0.4% | -24% | 0% | -2 | ? | -8% | ? | 23% | -3% | -4% | 6
CCOC(=O)CC1=NN(c2ccccc2)C(=O)C1 | -0.1% | -1% | -4% | 2 | 9% | -1% | -2% | 10% | 2% | 0% | 5
CC1=C(C#N)C(c2ccc(O)cc2)C(C#N)=C(C)N1 | -0.4% | 0% | 2% | 4 | . | 3% | 13% | 5% | 0% | -2% | -9
Cc1cc(C)n(Cc2ccc(C(=O)Nc3ccc(Br)cc3C)o2)n1 | 1.7% | -1% | 6% | 1 | 4% | -5% | 3% | 1% | 2% | -2% | 9
CCC(=O)c1c(OCc2ccccc2)ccc2c(C)cc(=O)oc12 | -0.3% | 9% | 17% | 3 | 0% | . | 1% | . | -1% | . | .
